# From PubChem BioAssay
# HTRA1 inhibitor – blocks human HTRA1 serine peptidase; Q92743; inhibition, % at 5.96 µM; 340,000 compounds, 0.5% hits; AID 504803; recombinant HTRA1, FP-rhodamine activity-based probe, fluorescence polarization; in the data active = inhibition above about 36%;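 note: 0% = enzyme with DMSO and 100% = wells lacking enzyme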
# ABHD4 inh – inhibits mouse alpha/beta hydrolase domain 4; purified mABHD4, FP-Rh probe fluorescence polarization; inhibition, % at 8.92 µM; 370,000 compounds, 0.54% hits; AID 720543;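 active = inhibition exceeding the mean over every tested compound plus 3 SD, cut at about 30% in these data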;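 note: 0% = plate median of compound wells and 100% = S159A mutant with DMSO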
#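 Assay system: Wild-type mouse ABHD4 protein | Medium: HEPES pH 7.0 buffer, 150 mM NaCl, 0.01% Pluronic F-127 | Incubation: Enzyme–compound pre-incubation 45 min, then probe 60 min, both 25 °C | Technique: Fluorescence polarization with parallel and perpendicular emission, 525/598 nm | Evaluation: % inhibition of FP-Rh probe binding versus controls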
# TCR-CD3 inh – inhibitors of human TCR-CD3 interaction; inhibition, % at 9.4 µM; 360,000 compounds, 0.37% hits; TAMRA-labeled TCR probe fluorescence, biochemical; in the data active = inhibition above about 19%;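 note: recombinant mutant TCR 2C K166C tagged with TAMRA read by polarization; 0% = receptor in buffer alone and 100% = receptor with positive control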
# TDP2 absorb – blocks human TDP2 phosphodiesterase activity; recombinant TDP2, T5PNP hydrolysis, p-nitrophenol absorbance 415 nm; inhibition, % at 12.8 µM; AID 720702; 370,000 compounds, 0.34% hits; O95551;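 active = inhibition above the mean of all tested compounds plus 3 SD, set per campaign, cut at about 25% in these data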;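 note: 0% = DMSO with enzyme and 100% = buffer with substrate but no TDP2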
#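 Incubation: 2 h at 37 °C; Test system: recombinant human TDP2; Quantity: enzyme 120 nM; Read-out basis: percent inhibition; Medium: 50 mM Tris-HCl pH 7.5 with Mg2+, KCl, DTT, BSA; Repeats: single replicate; Compound: 12.8 µM single point, 1% DMSO; Signal: epi absorbance; Reagent: 5 mM T5PNP chromogenic substrate; Benchmarks: no-enzyme high, DMSO-plus-enzyme low.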
# PRMT1 inh – inhibitors of human PRMT1; Q99873; recombinant PRMT1, activity-based probe fluorescence polarization; inhibition, % at 2.79 µM; 370,000 compounds, 1.3% hits;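 active = inhibition above about 21% made by adding two undisclosed values, limit read from the data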
# Target sequence (Q99873 whole entry, looked up): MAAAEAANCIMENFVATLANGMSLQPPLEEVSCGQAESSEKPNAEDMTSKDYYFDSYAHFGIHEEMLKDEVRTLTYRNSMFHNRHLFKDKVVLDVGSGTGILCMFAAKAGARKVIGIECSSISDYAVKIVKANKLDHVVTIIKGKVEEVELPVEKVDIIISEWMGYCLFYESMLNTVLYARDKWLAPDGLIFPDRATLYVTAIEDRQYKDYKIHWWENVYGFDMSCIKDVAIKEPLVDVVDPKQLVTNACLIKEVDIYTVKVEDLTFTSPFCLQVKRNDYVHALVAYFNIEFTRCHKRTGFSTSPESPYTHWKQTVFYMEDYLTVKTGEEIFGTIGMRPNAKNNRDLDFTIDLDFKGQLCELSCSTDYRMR
# NR1D1 modulator – Rev-erb alpha (human) modulation; 370,000 compounds, 0.79% hits; activity, % at 10 µM; P20393; AID 1259318; Rev-erbα–FITC-DNA binding, fluorescence polarization, 90 min;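 active = activity above about 14%, limit read from the data; passing the limit was not always enough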;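 note: 0% = DMSO wells with 35 nM protein and 100% = DMSO wells with 750 nM protein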
# PG9 Ab binder – binds the HIV-1 gp120 antibody PG9. inhibition, % at 6.7 µM. AID 624416. TR-FRET gp120-PG9 antibody binding. 360,000 compounds, 0.43% hits; in the data active = inhibition above about 8.5%
# LEDGF integ inh – blocks HIV-1 LEDGF/p75-dependent DNA integration | TR-FRET IN-LEDGF/p75 DNA integration, Eu/Cy5 | inhibition, % at 3.7 µM | 370,000 compounds, 0.64% hits | AID 743269;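 active = inhibition above the screen-wide mean plus 3 SD, cut at about 13% in these data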;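 note: signal is the Cy5 over europium emission ratio at 671 and 618 nm; 0% = plate median of compound wells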
# SIAE primary – blocks human sialic acid acetylesterase; 370,000 compounds, 0.69% hits; SIAE FP-Rh probe binding, fluorescence polarization; Q9HAT2; inhibition, % at 9.66 µM;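 active = inhibition above a cutoff: mean of compounds within the control limits plus 3 SD of those, cut at about 17% in these data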;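 note: 0% = plate median of compound wells and 100% = probe without SIAE protein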
# Target sequence (Q9HAT2 whole entry, looked up): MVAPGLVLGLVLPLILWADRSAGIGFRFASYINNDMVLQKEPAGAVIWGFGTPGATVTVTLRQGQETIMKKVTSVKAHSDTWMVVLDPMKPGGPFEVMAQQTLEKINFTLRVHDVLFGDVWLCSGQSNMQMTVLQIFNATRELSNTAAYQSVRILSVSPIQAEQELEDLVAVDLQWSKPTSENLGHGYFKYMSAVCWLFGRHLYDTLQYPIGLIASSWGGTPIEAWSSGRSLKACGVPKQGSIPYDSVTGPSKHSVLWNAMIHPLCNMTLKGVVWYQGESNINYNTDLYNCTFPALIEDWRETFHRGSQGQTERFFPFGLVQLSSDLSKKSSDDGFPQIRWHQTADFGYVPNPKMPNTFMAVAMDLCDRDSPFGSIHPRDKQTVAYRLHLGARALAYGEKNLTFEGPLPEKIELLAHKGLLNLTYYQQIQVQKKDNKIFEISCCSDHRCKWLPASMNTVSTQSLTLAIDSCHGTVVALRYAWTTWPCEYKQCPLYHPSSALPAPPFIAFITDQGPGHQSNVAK
# rCAG RNA binder – r(CAG) repeat RNA binding; inhibition, % at 3 µM; TO-PRO-1 dye displacement fluorescence; AID 651821; 370,000 compounds, 1.3% hits;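 active = inhibition above the plate cutoff, the mean of all test compounds on that plate plus 3 SD, cut at about 35% in these data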;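 note: 0% = DMSO alone and 100% = 100 µM mitoxantrone as full dye displacement; higher means more dye released from RNA so lower well fluorescence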
# Active calls of the source: *; . = not tested or not shown. Not all compounds are listed. The share of hits here may be higher or lower than overall.
compound	HTRA1 inhibitor	ABHD4 inh	TCR-CD3 inh	TDP2 absorb	PRMT1 inh	NR1D1 modulator	PG9 Ab binder	LEDGF integ inh	SIAE primary	rCAG RNA binder
Cc1cccc(N2C(=S)NC3c4ccccc4OC2(C)C3C(=O)N(C)C)c1 (stereo not given)	-2	-2	7	-2	-4	-5	1.7	4	8	-1
Cc1ccc(CC(=O)NCCC(=O)O)cc1	7	-4	-2	-4	1	0	0.6	2	-2	-1
Cc1cc(C)c(S(=O)(=O)N(C)CC(=O)NCc2cccnc2)c(C)c1	6	-12	-1	4	3	0	-2.0	-2	1	-1
COC(=O)c1ccc(S(=O)(=O)NCc2ccco2)n1C	3	2	-8	-16	-4	-5	0.3	3	2	2
CCn1nc(C(=O)NC2=NCCS2)c2ccccc2c1=O	-2	-3	6	5	-3	-4	-1.4	-1	9	-1
Cc1ccc(NC(=O)C23CCC(C)(C(=O)[C@H]2Br)C3(C)C)cc1 (stereo not given in full)	-4	-1	8	11	-3	8	-1.5	-2	-1	-3
O=c1c(Cl)c(N2CCN(S(=O)(=O)c3ccccc3)CC2)cnn1-c1ccccc1	0	0	1	5	0	2	0.1	0	9	-3
CCOc1cccc(OCCCOc2ccccc2)c1	-3	-5	5	-2	-1	-2	-2.5	4	-2	-6
O=C(C1CCCCC1)N1CCC2CC1c1cc(Cl)ccc12 (stereo not given)	-7	5	-1	4	4	2	-0.3	-4	-3	0
Fc1ccc2c(c1)C1C=CCC1C(c1cc3c(cc1Br)OCO3)N2 (stereo not given)	14	0	2	4	0	-14	-2.0	-1	-1	6
COc1cc(C(=O)Nc2c(C)cc(C)cc2C)c(Br)c(OC)c1OC	3	4	2	-1	-2	-1	-0.2	0	0	-3
Cc1ccc2[nH]c(CN3CCN(C)C(CCO)C3)c(C)c2c1 (stereo not given)	12	-1	0	0	-1	0	-0.8	0	3	-4
COC(=O)c1ccc(/C=N/OCC(=O)NCc2ccc(F)cc2)cc1	4	-1	4	3	-1	-5	-2.2	1	-3	-5
COc1cc(OC)c2c(-c3ccccc3)cc(=O)oc2c1C(CC(=O)N1CCOCC1)c1ccc(N(C)C)cc1 (stereo not given)	1	-1	-10	-5	1	-6	0.1	-1	4	13
COCCCN(CCNC(=O)c1ccc(NC2=NC3CS(=O)(=O)CC3S2)cc1)Cc1ccco1 (stereo not given)	1	-1	-1	-2	0	-11	-1.5	-1	-1	1

# Results in TDP2 absorb, PRMT1 inh and PG9 Ab binder (three entries from above):
Molecule,TDP2 absorb,PRMT1 inh,PG9 Ab binder
Cc1cccc(N2C(=S)NC3c4ccccc4OC2(C)C3C(=O)N(C)C)c1 (stereo not given),-2,-4,1.7
Cc1ccc(CC(=O)NCCC(=O)O)cc1,-4,1,0.6
Cc1cc(C)c(S(=O)(=O)N(C)CC(=O)NCc2cccnc2)c(C)c1,4,3,-2.0

# Next records
compound	HTRA1 inhibitor	ABHD4 inh	TCR-CD3 inh	TDP2 absorb	PRMT1 inh	NR1D1 modulator	PG9 Ab binder	LEDGF integ inh	SIAE primary	rCAG RNA binder
CN1CC=C2C(C#N)=C(N)C(C#N)(C#N)C(c3ccsc3)C2C1 (stereo not given)	27	19	12	8	17	-3	-1.9	-1	9	-17
CC(Sc1nnc(Cc2ccccc2)n1C)C(=O)NC1CC1 (stereo not given)	7	0	2	0	-2	2	-1.6	0	3	3
Cc1nnc2c(NCC(C)c3ccccc3)nc3ccccc3n12 (stereo not given)	-6	-6	-4	9	-1	5	1.6	-2	0	0
O=C(O)C1=C(C(=O)Nc2cc(C(F)(F)F)ccc2Cl)CCCC1	7	4	1	4	-1	3	-0.2	-3	1	1
O=C(NCCN1CCOCC1)c1ccc(Cl)c(S(=O)(=O)N2CCOCC2)c1	-4	-3	2	0	-4	7	-2.1	4	-2	-3
CC1Cc2cc(/C(O)=C3/C(=O)C(=O)N(CCCn4ccnc4)C3c3ccc(F)cc3)ccc2O1 (stereo not given)	13	0	-1	-1	4	-2	7.5	0	2	4
O=C(NC(=S)Nc1ccccc1F)c1ccc(Br)o1	-10	2	-1	7	-4	4	-0.2	1	6	3
Cc1ccn(CCC(=O)N2CCc3ccccc32)n1	-1	3	3	-2	-2	0	-0.4	3	-4	-2
Cc1cccc(/C=N/NC(=O)c2ccc3c(c2)OCCO3)c1O	11	-14	19*	-19	6	4	-1.7	-8	1	10
CCC(C)Cn1c(C)nc2ccccc21 (stereo not given)	1	-1	-6	3	3	-9	0.1	1	15	0
Cc1ccc(SCC(=O)c2ccc(CC(=O)O)s2)cc1	.	6	1	-12	6	4	-1.9	8	9	25
O=C(NCCS(=O)(=O)NC1CCCC1)c1ccccc1	2	-3	5	1	-1	2	-0.1	2	-1	-1
Cc1[nH]c2ccccc2c1/C=N/NC(=O)c1cc(C(C)(C)C)[nH]n1	.	3	6	-12	-6	6	-1.5	5	5	8
Cc1cc2[nH]c(=O)c(=O)[nH]c2cc1S(=O)(=O)N1CCN(c2cccc(Cl)c2)CC1	-25	-5	-9	3	4	5	-1.1	-2	-19	23
Cc1ccc(NC(=O)c2ccccc2N(C)S(=O)(=O)c2ccccc2)c(C)c1	4	-3	3	1	-1	5	-1.4	1	0	-6
COc1ccccc1NC(=O)Nc1ccc(Br)cn1	-8	-4	11	7	-2	0	-0.1	1	-1	2
O=C(CN1CCc2ccccc2C1)NCC(=O)Nc1ccc(F)cc1	2	-2	3	5	-1	4	-0.8	5	0	-5
COc1ccc(C(=O)N2CCN(C(=O)C3COc4ccccc4O3)CC2)cc1OC (stereo not given)	7	0	-4	5	6	0	-1.0	-3	-3	-2
Cc1nnc(Sc2cc(C(=O)NCCCN(C)Cc3ccccc3)c3ccccc3n2)s1	-4	-8	-2	-2	5	-3	-2.2	-7	0	0
O=C(O)c1ccc(N/N=C/C=C/c2ccccc2[N+](=O)[O-])cc1	5	10	-11	-13	7	5	-2.9	2	2	7
O=C(O)c1cnnc2ccccc12	8	1	-2	-13	1	0	-0.1	3	-7	1
C=CCC1Cc2c(Br)cccc2C(CC=C)N1 (stereo not given)	-5	1	-1	4	2	-1	-0.8	1	3	-4
CC1=C(C)CC(C(=O)NNC(=O)c2cccc(Cl)c2)C(C(=O)O)C1 (stereo not given)	4	0	0	2	-1	3	2.6	2	-1	3
Cc1nc(N[C@@H](Cc2c[nH]c3ccccc23)C(=O)O)c2oc3ccccc3c2n1	.	5	2	-9	1	-4	-0.3	-3	-3	20
Cc1ccc(-c2nnn(CC(=O)N(c3ccccc3F)C(C(=O)NCC3CCCO3)c3c[nH]c4ccccc34)n2)cc1 (stereo not given)	-18	3	-2	3	-2	-3	-1.7	-3	-12	2
C[C@@]12CC[C@H]3OC(=O)C=C3C1CC[C@@]13CC(CCC12)[C@](CO)(O[C@H]1O[C@H](CO)[C@@H](O)[C@H](O)[C@H]1O)C3 (stereo not given in full)	5	5	-5	-13	3	-1	-0.4	-1	-12	-5
Cc1cc(C)nc(SCc2ccc(C(=O)N/N=C/c3ccccc3C(=O)O)cc2)n1	-32	-5	3	11	-1	2	0.6	-1	-6	9
Cc1ccnc(SCC(=O)c2ccc(Br)s2)n1	3	4	10	8	8	2	0.9	-1	-4	0
COc1cc(NC(=O)c2ccnc(N)c2)cc(C(=O)Nc2cccc(C(F)(F)F)c2)c1	-87	-60	-3	2	1	1	-2.1	3	-52	5
Cc1nc(Cl)c(C(=O)NC(C)(C)C)c(C)c1Cl	0	12	-7	2	2	-7	0.1	-4	1	-1
COc1ccc2cnnc(SCC(=O)Nc3ccc(C(C)=O)cc3)c2c1OC	-4	2	-3	-6	3	-4	-0.8	-3	-5	1
COc1ccccc1OCc1csc(N)n1	8	3	10	-5	-3	0	-1.5	2	4	-2
O=[N+]([O-])c1ccc(OCc2cccc(COc3ccc([N+](=O)[O-])cc3)n2)cc1	-1	2	7	-2	1	3	-1.2	0	-4	0
O=C(N/N=C/c1ccc[nH]1)c1ccccc1[N+](=O)[O-]	8	6	-5	-4	1	-2	-1.8	-3	3	-2
O=[N+]([O-])c1ccc2oc(-c3ccccc3)nc2c1	-7	-1	-4	0	-2	2	-1.1	-1	-5	2
CC(C)CC(O)C1CCN(C(=O)CCc2nnc(-c3ccc4c(c3)OCO4)o2)CC1 (stereo not given)	0	0	7	-2	0	4	0.5	2	6	-8
COc1cccc(-c2nnc3n2N=C(c2cccc(Br)c2)CS3)c1	-6	-2	6	-10	-2	1	-1.1	0	-1	1
O=C(NCc1cccnc1)C1CC(=O)N(CCc2ccccc2)C1 (stereo not given)	0	-7	1	10	-3	1	0.7	2	-3	1
O=S(=O)(c1cccc(F)c1)N1CCc2sccc2C1c1ccc(OC(F)(F)F)cc1 (stereo not given)	.	-2	2	10	2	-5	-0.1	2	-6	1
O=C(Cn1nc(-c2ccc(Cl)cc2)ccc1=O)NCc1ccc2c(c1)OCO2	-9	-8	4	-8	-4	-2	-0.1	5	6	7
Cc1c(C(=O)N(C)C(C)c2ccncn2)oc2c(F)cccc12 (stereo not given)	0	9	-6	-3	-1	1	-1.0	-1	0	-2
O=C(c1cnn(-c2cccc(F)c2)c1)c1ccccc1O	-18	-9	5	15	-1	1	-0.9	2	-5	0
O=C(CSc1nccc(-c2cccs2)n1)Nc1cccc(Cl)c1Cl	3	1	-2	-1	1	-2	0.4	-5	-4	-2
O=C(NCc1cccs1)C1CCN(c2ccc(S(=O)(=O)N3CCOCC3)cc2Cl)CC1	-1	-5	0	7	-2	7	1.2	3	-1	-1
Cc1ccc(S(=O)(=O)Nc2ccc(C(=O)N3CCN(c4ccccc4O)CC3)cc2)cc1[N+](=O)[O-]	-2	12	1	-7	1	1	1.2	3	3	28
C[C@H]1CN([C@@H](C)CO)S(=O)(=O)c2ccc(-c3ccncc3)cc2O[C@H]1CN(C)C(=O)c1cccc(F)c1	6	6	0	-1	-1	6	-1.8	4	-1	0
Cc1c(Cl)cc(-n2cnnn2)cc1[N+](=O)[O-]	-5	-5	-4	-11	1	-10	2.0	-2	2	-4
CCCN(CCC)Cc1c(C(=O)N/N=C/c2c[nH]c3ccccc23)nnn1-c1nonc1N	-12	-6	3	-15	2	12	2.2	4	12	8
CC(C)(C)OC(=O)NCCc1nnc(SCc2ccc(Cl)cc2Cl)o1	0	-5	-5	-2	1	5	-1.1	2	5	-10
C(=N\Nc1nc2ccccc2s1)/c1ccco1	1	17	0	-27	6	5	-3.6	1	-4	18
